Compound activity (PubChem)
NOD2-RIPK2 inh = inhibitors of human NOD2-RIPK2 interaction. O43353. CHO BLA complementation NOD2-RIPK2, CCF4 ratio. inhibition, % at 4.98 µM. 360,000 compounds, 0.38% hits. AID 624267; in the data active = inhibition above about 21%;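 note: 0% = vehicle only and 100% = reference blocker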
NCOA2 inhibitor = inhibits human steroid receptor coactivator 2; inhibition, % at 9 µM; 370,000 compounds, 0.17% hits; HEK293 GAL4-SRC2 luciferase reporter, luminescence; AID 651957; Q15596;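 active = inhibition above the mean inhibition of all tested compounds plus 3 SD, set per campaign, cut at about 52% in these data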;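 note: 0% = DMSO treated cells and 100% = cells given Gossypol at 36 µM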
Target sequence (Q15596 whole entry, looked up, the tested form may be a part): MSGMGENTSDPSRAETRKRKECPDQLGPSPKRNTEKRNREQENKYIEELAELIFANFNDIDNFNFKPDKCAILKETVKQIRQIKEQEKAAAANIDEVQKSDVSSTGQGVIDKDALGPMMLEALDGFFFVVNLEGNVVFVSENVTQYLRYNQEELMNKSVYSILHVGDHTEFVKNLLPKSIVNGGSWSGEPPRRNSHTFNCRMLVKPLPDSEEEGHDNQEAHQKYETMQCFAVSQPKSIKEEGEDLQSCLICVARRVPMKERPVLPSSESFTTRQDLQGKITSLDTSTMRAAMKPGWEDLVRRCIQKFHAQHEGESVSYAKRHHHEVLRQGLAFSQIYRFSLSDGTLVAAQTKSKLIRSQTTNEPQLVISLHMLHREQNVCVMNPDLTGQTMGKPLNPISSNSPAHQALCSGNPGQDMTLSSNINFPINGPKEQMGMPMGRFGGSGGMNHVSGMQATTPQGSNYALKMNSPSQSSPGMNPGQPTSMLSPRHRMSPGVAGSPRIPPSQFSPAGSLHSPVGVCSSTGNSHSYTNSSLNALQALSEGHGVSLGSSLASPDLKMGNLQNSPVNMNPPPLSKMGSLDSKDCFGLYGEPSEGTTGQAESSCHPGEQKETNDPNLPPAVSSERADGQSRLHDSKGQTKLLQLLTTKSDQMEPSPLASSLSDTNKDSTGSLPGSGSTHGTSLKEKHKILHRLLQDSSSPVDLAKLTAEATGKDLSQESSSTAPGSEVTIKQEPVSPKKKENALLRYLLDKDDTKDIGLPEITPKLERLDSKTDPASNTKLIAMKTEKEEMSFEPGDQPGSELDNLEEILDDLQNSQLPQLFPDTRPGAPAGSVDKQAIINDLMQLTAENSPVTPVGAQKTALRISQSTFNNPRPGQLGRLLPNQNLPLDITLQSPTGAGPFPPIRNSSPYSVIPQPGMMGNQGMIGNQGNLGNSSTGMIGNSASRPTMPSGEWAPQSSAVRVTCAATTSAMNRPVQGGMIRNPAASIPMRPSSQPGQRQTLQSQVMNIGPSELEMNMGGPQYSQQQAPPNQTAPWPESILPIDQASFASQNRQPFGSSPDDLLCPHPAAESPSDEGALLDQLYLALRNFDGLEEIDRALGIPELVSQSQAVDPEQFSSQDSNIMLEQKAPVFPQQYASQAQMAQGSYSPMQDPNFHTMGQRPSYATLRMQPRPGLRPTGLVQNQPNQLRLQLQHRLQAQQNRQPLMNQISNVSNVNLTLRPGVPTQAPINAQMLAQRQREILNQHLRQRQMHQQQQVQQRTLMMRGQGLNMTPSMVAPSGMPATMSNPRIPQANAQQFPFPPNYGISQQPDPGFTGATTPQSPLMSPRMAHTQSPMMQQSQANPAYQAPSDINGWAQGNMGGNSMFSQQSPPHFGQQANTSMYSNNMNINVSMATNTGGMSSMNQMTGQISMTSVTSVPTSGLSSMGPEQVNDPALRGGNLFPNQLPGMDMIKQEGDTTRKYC
TLR9-MyD88 inh = inhibitors of human TLR9-MyD88 binding | Q9NR96+Q99836 | CHO BLA complementation TLR9-MyD88, CCF4 FRET ratio | inhibition, % at 4.98 µM | 340,000 compounds, 0.21% hits | AID 504734;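 active = inhibition above the mean over all tested compounds plus 3 SD, cut at about 21% in these data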;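 note: 0% = DMSO only wells and 100% = clavulanate BLA inhibitor control wells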
N-glyco inh = blocks N-linked glycosylation in D54 reporter cells. 360,000 compounds, 0.23% hits. D54 ERlucT glycosylation luciferase reporter, 24 h; percent of 100 nM tunicamycin response. reporter increase, % at 12.5 µM;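 active = mean luciferase reporter signal, scaled so untreated is 0 and the glycosylation-blocking control 100, at or above a set limit in every replicate; inconclusive = mean reaches the limit but not every replicate does; inactive = mean below the limit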;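 note: luciferase carries N-glycosylation sites so blocking glycosylation raises the light; 0% = median of neutral control wells and 100% = median of 100 nM tunicamycin wells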
ABHD5-PLIN5 inh = inhibitors of human ABHD5-perilipin-5 interaction; Q00G26+Q8WTS1; inhibition, % at 4 µM; 360,000 compounds, 0.78% hits; Split G. princeps luciferase complementation, luminescence, 4 h;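 active = inhibition above the mean inhibition across every tested compound plus 3 SD, cut at about 22% in these data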;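 note: 0% = DMSO only wells and the 100% control is not disclosed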
MC4R antag cAMP = antagonists of human melanocortin 4 receptor (MC4R) | AID 540295 | MC4R-expressing cells, MTII-stimulated cAMP, LANCE TR-FRET | inhibition, % at 6.5 µM | 360,000 compounds, 0.48% hits;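 active = inhibition above its plate's cutoff, the mean of tested wells on that plate plus 3 SD, cut at about 29% in these data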;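 note: 0% = Melanotan II alone and 100% = Melanotan II plus saturating MCL0020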
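system = U2OS cells with stable human MC4R expression | also added = Melanotan II challenge after compound preincubation | dosing = one concentration, 6.5 µM nominal | incubation = compound 30 min, challenge 1 h, detection 1 h | measured by = TR-FRET with Eu-cAMP and labeled anti-cAMP, 671 nm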
Cardio protect = modulators protecting cardiomyocytes from myocardial damage; H9c2 cardiomyocytes, H2O2 injury protection, ATPLite, 2 h; protection from H2O2 cell death, % at 20 µM; 360,000 compounds, 0.63% hits;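 active = compounds giving at least 50% protection of heart cells from peroxide-induced death in the single-dose screen, raw or plate-pattern-corrected value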;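 note: 0% = DMSO wells with peroxide and 100% = DMSO wells without peroxide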
ABCB6 inh 2 = inhibitors of human ABC transporter ABCB6; K562-ABCB6 porphyrin accumulation, flow cytometry, 1 h; stronger effect = lower value; fluorescence ratio to DMSO, % at 10 µM; 360,000 compounds, 0.19% hits; AID 602162;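 active = fluorescence ratio to DMSO below 75%, the collection mean minus 3 SD; inconclusive = too few cells collected in the well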;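 note: signal is porphyrin accumulated inside mitochondria; 100% equals median channel fluorescence of DMSO control wells; lower ratio means ABCB6 inhibition with less porphyrin fluorescence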
m5-HT2A agonist = activates the mouse 5-HT2A serotonin receptor; P35363; CHO-K1 mHTR2A beta-arrestin complementation, luminescence; percent of 30 µM serotonin response; activation, % at 7.6 µM; 360,000 compounds, 0.66% hits; AID 624169;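 active = activation above a run cutoff, the mean activation of all tested compounds plus 3 SD, cut at about 14% in these data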;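 note: 0% = plate median of compound wells and 100% = 30 µM serotonin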
MC4R barr agon = agonists of human melanocortin 4 receptor (MC4R) beta-arrestin. activation, % at 8.9 µM. U2OS MC4R beta-arrestin complementation, luminescence; percent of melanotan II response, DMSO zero. 360,000 compounds, 0.98% hits. P32245;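 active = activation above a per-plate cutoff, the mean activation of sample wells on that plate plus 3 SD, cut at about 8% in these data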
* = called active by the depositor; ? = inconclusive; nt = not tested or not shown. Only part of the results is shown, so the mix of outcomes need not match the whole.

Results follow in this order: NOD2-RIPK2 inh, NCOA2 inhibitor, TLR9-MyD88 inh, N-glyco inh, ABHD5-PLIN5 inh, MC4R antag cAMP, Cardio protect, ABCB6 inh 2, m5-HT2A agonist, MC4R barr agon
- O=C(COc1ccc2c3c(c(=O)oc2c1)CCCC3)NCCCn1ccnc1
  1, -1, -14, 3, 12, -4, 0, 99, 3, -0.2
- COc1ccc(CN(C)C2c3ccccc3-c3ccccc32)cc1
  -1, 5, 11, 2, -18, -1, -6, ?, -2, -1.7
- CCc1ccc2[nH]c(=O)c(CN(CCN(CC)CC)C(=O)NC3CCCCC3)cc2c1
  4, -18, -1, -1, 1, 12, 14, 99, -6, 0.3
- CN(C)C1=NC[C@H](Cc2ccccc2)N1CC1CCC(C(C)(C)C)CC1 (some centres not stated)
  12, nt, 0, 0, 7, 4, -6, 91, 6, 2.9
- CCCCn1c(SCc2c(C)noc2C)nc2cc(S(N)(=O)=O)ccc21
  2, -72, 3, 40*, 1, 8, 0, 97, 5, -0.7
- COC(=O)c1ccc2cn[nH]c2c1
  6, 17, -4, 2, -1, 7, 2, 92, 7, 0.1
- Cc1cccc(Nc2nnc(SCC(=O)NC3CCCc4ccccc43)s2)c1 (configuration not stated)
  5, 2, 3, 1, -1, 4, -14, 97, -2, -0.4
- Cc1ccc(-c2cc(C(=O)NC3=NCCS3)c3ccccc3n2)cc1C
  -14, -50, -6, -9, 0, 2, -10, 101, -4, -0.3
- COc1cc(-c2n[nH]c(=S)n2-c2ccc(Br)cc2)cc(OC)c1OC
  -6, -39, -7, 3, -10, -1, 1, 93, 4, -2.1
- Cc1ccccc1CN1CCN(CCCc2ccccc2)C(CCO)C1 (configuration not stated)
  -7, 16, -9, -2, 0, -1, 6, 84, -6, -1.9
- CN(Cc1ccccc1F)c1ccc(S(=O)(=O)N2CCCC2)cn1
  -10, 2, -13, 1, 3, -1, -5, 98, -4, -1.0
- Cc1cc(C(=O)NNC(=O)COc2ccccc2Cl)n[nH]1
  -16, 6, 2, 1, 9, -1, 4, 95, 0, -1.2
- Cc1ccc2[nH]c(=O)c3cc(C(=O)N4CCN(C(=O)c5ccco5)CC4)sc3c2c1
  -9, -2, -5, -6, -2, 3, 14, 92, -1, 0.4
- COc1ccc(NC(=O)COC(=O)c2ccc(S(=O)(=O)N(C)c3ccccc3OC)cc2)cc1OC
  -3, -14, -14, -1, 2, 19, 0, 96, 1, 1.5
- Cc1ccc(C(=O)COC(=O)CNC(=O)c2ccc(Br)o2)cc1[N+](=O)[O-]
  8, -16, -2, 4, 6, 4, 6, 96, 6, -1.5
- Cc1c(C(=O)Nc2ccncc2)sc2nc(-c3ccc(F)cc3)cn12
  5, -3, -3, -4, -3, -2, -28, 95, -7, 2.8
- O=C(N[C@@H]1CC[C@@H](CCn2cc(-c3ccccc3)nn2)O[C@@H]1CO)c1cnccn1
  6, -7, nt, nt, -4, nt, nt, nt, -6, nt
- CNC(=S)SCCOc1ccccc1
  -6, -2, -7, 0, 3, 0, -9, 97, 10, -3.1
- Cc1ccc(N(C(=O)c2ccccc2Cl)C2=NC(C)CS2)c(C)c1 (configuration not stated)
  0, -16, -6, -2, -8, 10, -20, 184, -2, 2.3
- C/C(=C/C(=O)N1CCN(C)CC1)C(=O)O
  1, 10, -5, 6, 1, 6, -1, 101, -2, 0.6
- O=C(Nc1nc2ccccc2[nH]1)c1ccc(F)cc1
  -4, -96, 1, -13, 4, 2, -22, 91, 5, -1.4
- CCOC(=O)N/N=C/c1c(F)c(F)c(F)c(F)c1F
  2, -14, -12, -1, 0, 10, 1, 94, 0, -0.2
- CCOC(=O)C(C(C)=O)=C1SC2CS(=O)(=O)CC2S1 (configuration not stated)
  1, -1, 1, 2, -4, 0, 5, 91, 0, 0.4
- CC(C)(C)C(=O)Nc1cc(S(=O)(=O)Nc2ccc(Cl)cc2)ccc1Cl
  -7, 14, 5, -4, -12, 5, -8, 108, -2, 4.7
- CC(C)n1c(S(=O)(=O)O)nc2ccccc21
  -8, nt, 0, 0, -8, 15, 3, 96, 2, 1.0
- O=[N+]([O-])c1ccc(O)c2ncccc12
  -15, 24, 8, -6, -3, 3, 20, 98, -14, -2.8
- CN1CCN(c2nc(Nc3ccc(O)cc3)nc3ccccc23)CC1
  4, -26, -9, 15, 5, 3, 11, 92, -2, -2.1
- CCOC(=O)c1c(C)[nH]c(C)c1C(=O)COc1ncnc2cc([N+](=O)[O-])ccc12
  -12, -7, 8, 1, -1, 18, 65*, 100, 1, -2.5
- O=C(Nc1cccc(Cl)c1Cl)c1ccc(-c2ccccc2)cc1
  -12, -19, 1, 1, -1, -1, -11, 99, -4, 4.4
- CCN(C(=O)COC(=O)/C=C/c1cnc2ccccc2n1)C1CCS(=O)(=O)C1 (configuration not stated)
  2, 11, -3, -3, 2, 29*, 5, 93, 0, 0.9
- C[C@H](CO)N1C[C@H](C)[C@@H](CN(C)S(=O)(=O)c2ccccc2)OCCCC[C@H](C)Oc2ccc(NC(=O)CCC(F)(F)F)cc2C1=O
  -37, 10, 1, -2, 8, 3, -3, 89, 7, 1.9
- O=C(N/N=C/c1ccoc1)c1cccc(OC(F)(F)C(F)F)c1
  -4, -16, 6, 0, 0, 2, 0, 98, -5, -1.2
- O=C(Oc1cccc2c(OC(=O)N3CCOCC3)cccc12)N1CCOCC1
  -8, -20, -1, -3, -5, 0, 4, 90, 1, 0.8
- Cc1ccc(C)c(N2CCN(C(=O)c3ccc(NS(=O)(=O)c4c(C)noc4C)cc3)CC2)c1
  -5, -23, -2, 6, -4, 8, 0, 90, -4, -0.3
- COc1ccccc1-c1ccc(NC2CCCC2)nn1
  -12, -47, 5, -1, -1, -4, -1, 91, -4, -0.6
- COCCCNc1ccn2nc(-c3ccc(Cl)cc3)cc2n1
  -9, -35, nt, -6, 2, 13, -13, 94, 1, -1.4
- COc1cc(SC)ccc1C(=O)N1CCN(S(=O)(=O)/C=C/c2ccccc2)CC1
  16, 16, -3, 0, -2, -4, -9, 94, -4, 0.2
- Nn1c(SCC(=O)N2CCCC2=O)nnc1-c1cccs1
  8, 1, -11, 0, 2, 3, -4, 100, 4, -4.1
- Cc1cc(C(F)(F)F)nc(SCC(=O)Nc2nccs2)n1
  -1, 10, -10, 0, 2, 1, 0, 104, 3, -2.1
- COc1cc(/C=N/n2cnnc2-n2nc(C)cc2C)cc([N+](=O)[O-])c1O
  6, 11, -1, 2, 0, -10, 5, 97, 4, -1.4
- COc1ccc(/C=C/C(=O)Nc2ccccc2F)cc1S(=O)(=O)N1CCOCC1
  -19, 3, 5, -2, 0, 6, 8, 97, -3, 0.1
- CN(C)c1ccc(-c2noc(C3CCN(S(=O)(=O)c4cccc(C(=O)O)c4)CC3)n2)cc1
  2, -4, 2, -1, 2, 16, -4, 99, -1, -1.0
- CCOCCn1c(SCc2cccc(C)c2)nc2c1c(=O)[nH]c(=O)n2C
  8, -18, 3, 5, -1, -1, 4, 103, -6, 0.7
- COc1ccc(N2CCN(C(=O)c3cccc(F)c3)CC2)c([N+](=O)[O-])c1
  1, 0, 2, 1, 1, 1, -2, 94, 1, 0.1
- CC(C)(C)c1cc(NC(=O)C2(C)CCN2C(=O)C2(c3ccccc3)CC2)no1 (configuration not stated)
  -4, -14, nt, -1, -1, -6, -3, 94, 6, 0.8
- O=C(CCN1CCOCC1)NC12CC3CC(CC(C3)C1)C2
  -6, -42, 9, 2, -1, 23, 8, 101, -1, 0.2
- O=C(c1n[nH]c2ccccc12)N1CCN(c2ccc(F)cc2)CC1
  3, -13, 6, 4, 4, 13, 1, 103, 0, -0.7
- C=C(C)CC(c1ccccc1)N(C(C)=O)c1ccco1 (configuration not stated)
  -12, 5, 2, 1, -3, -4, 7, 103, -1, -0.5
- CCOc1ccc(NC(=O)c2ccc(NC(=S)NC3CCCCC3)cc2)cc1
  0, 2, 3, -2, 3, 2, -9, 94, 0, 2.3
- COc1cc(OC)c(S(=O)(=O)N2CCN(C(=O)c3ccccc3F)CC2)cc1NC(C)=O
  4, -5, -2, 6, 1, 3, 14, 96, 7, -0.2

Next compounds follow:
Results follow in this order: NOD2-RIPK2 inh, NCOA2 inhibitor, TLR9-MyD88 inh, N-glyco inh, ABHD5-PLIN5 inh, MC4R antag cAMP, Cardio protect, ABCB6 inh 2, m5-HT2A agonist, MC4R barr agon
- O=C(CNC(=O)c1sc2ccccc2c1Cl)NCc1ccccc1
  -1, 16, -13, 4, 2, 6, -6, 97, -4, -1.1
- Cc1cccc(C)c1NC(=O)/C(C#N)=C/c1ccc(-c2ccc(C(=O)O)cc2)o1
  -12, -92, -12, -1, 4, 8, -4, 96, 1, -1.3
- O=C(OCC(CO)OC(CO)n1ccc(=O)[nH]c1=O)c1ccccc1 (configuration not stated)
  0, -2, 0, 2, 2, 20, -1, 101, -3, -0.3
- Cc1cccc2sc(NC(=O)CSCc3ccccc3)nc12
  8, -16, -3, 0, -6, -6, -5, 106, -1, 5.5
- Cc1cccc(NC(=O)CSCC(=O)Nc2ccccc2C(=O)N2CCCCC2)c1
  -5, -46, 6, 1, 2, 4, 10, 98, -2, -0.6
- O=C(NCc1cccs1)c1cc(S(=O)(=O)N2CCOCC2)c(Cl)cc1Cl
  -10, 5, -10, 1, 6, 6, -2, 94, 3, -1.8
- COc1cc([N+](=O)[O-])ccc1NC(=O)Cc1ccccc1
  -8, -19, 6, 0, -2, -3, 12, 98, -3, -0.3
- CCOC(=O)CN1CCC(c2ccccc2)CC1
  -6, -4, -13, 2, 0, -1, 6, 101, -1, -2.3
- CCOC(=O)c1c(CSc2ccccc2)oc2cc(Br)c(O)c(CN(C)C)c12
  -4, -21, 1, -3, 10, 6, 1, 91, -6, -1.6
- CCc1nnc(NC(=O)c2ccc3ccccc3n2)s1
  -7, -55, -14, -5, -3, 5, 4, 101, -1, -2.1
- CN1CCN(c2ccccc2NC(=O)c2cc(Br)ccc2Cl)CC1
  -3, -13, 7, -1, 1, 7, -4, 93, -2, 1.3
